mcGAS lum: cyclic GMP-AMP synthase inhibitors, mouse, primary biochemical chemiluminescence; recombinant cGAS, Kinase-Glo ATP depletion luminescence; 160,000 compounds, 0.15% hits; inhibition, % at 12.5 µM; AID 1259399, 2018; Q8C6L5;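 note: 0% = negative control wells and 100% = reference inhibitor with no enzyme activity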
hcGAS inh: Primary biochemical luminescence assay for human cyclic GMP-AMP synthase inhibitors | inhibition, % at 12.5 µM | recombinant h-cGAS, ATP depletion, Kinase-Glo luminescence | Q8N884 | 290,000 compounds, 0.081% hits;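 note: 0% = vehicle reaction and 100% = reaction without DNA for no activity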
Target sequence (Q8N884 whole entry, looked up): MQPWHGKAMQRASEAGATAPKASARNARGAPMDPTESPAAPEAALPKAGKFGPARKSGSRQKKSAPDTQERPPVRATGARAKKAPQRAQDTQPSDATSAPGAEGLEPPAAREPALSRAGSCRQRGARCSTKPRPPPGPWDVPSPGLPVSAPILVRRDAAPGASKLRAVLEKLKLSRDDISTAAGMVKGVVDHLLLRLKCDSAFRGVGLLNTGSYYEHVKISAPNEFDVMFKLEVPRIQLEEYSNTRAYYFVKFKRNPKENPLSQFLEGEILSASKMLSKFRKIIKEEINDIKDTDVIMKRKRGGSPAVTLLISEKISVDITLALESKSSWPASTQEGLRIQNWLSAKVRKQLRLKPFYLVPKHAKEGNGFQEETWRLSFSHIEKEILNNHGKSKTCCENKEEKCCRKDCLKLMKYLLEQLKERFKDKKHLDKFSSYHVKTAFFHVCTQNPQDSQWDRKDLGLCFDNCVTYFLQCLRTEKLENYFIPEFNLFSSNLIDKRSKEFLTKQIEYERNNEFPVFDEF
NPYLR7 agonist: agonists of mosquito NPYLR7 receptor, primary screen, cell-based, Aedes aegypti, calcium fluorescence, mosquito biting behavior | HEK293T NPYLR7/Galpha15, GCaMP6s calcium fluorescence | Aedes aegypti neuropeptide Y-like receptor 7 (NPYLR7) | activation, % at 10 µM | 270,000 compounds, 0.15% hits; in the data active = activation above about 40%;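 note: 0% = vehicle and 100% = reference agonist at the receptor; some compounds past the cut are filed as inactive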
* = called active by the depositor; x = not tested or not shown; & = joins results of further samples. Cut-off read from the data, not from the text of the source, unless noted: active = inhibition above about 40%; inactive = the rest. Not a hit list; about 0.27% have a hit in one of these screens.

SMILES,mcGAS lum,hcGAS inh,NPYLR7 agonist
CS(=O)(=O)NC1CC(=O)N(CCCc2ccccc2)C1 (configuration not stated),x,-3,19
CCCSc1ncccc1C(=O)N1CCC(O)(Cc2ccccc2)CC1,-2,-1,7
CN(C(=O)c1ccc(N2C(=O)CCC2=O)cc1)c1nnc(C23CC4CC(CC(C4)C2)C3)s1,-6,-2,-1
CN(CC(=O)NCc1ccco1)C(=O)c1ccc2c(c1)CCC2,-7,-7,6
CCC(CC)NC(=O)c1[nH]c(C)c(C(C)=O)c1C,-5,-8,12
Cc1ccc2c(c1)[C@@H]1[C@H](CO2)CN(C)C(=O)CCN1C(=O)CC1CCCC1,-8,-4,0
COc1cc(C)c(S(=O)(=O)Nc2cccc(C(=O)N3CCCC(O)C3)c2)c(C)c1 (configuration not stated),x,-6,4
COc1ccc(-n2nc(-c3cccs3)cc2C(=O)O)cc1,x,6,-9
COc1ccc(-c2nc(C)ncc2C)c2ccc(C)nc12,x,0,14
CCOC(=O)c1ccc(N=C2SC(C(=O)Nc3cccc(Cl)c3)CC(=O)N2C)cc1 (configuration not stated),x,-3,2
O=[N+]([O-])C1C(=Nc2ccc(Br)cc2)NN=C1c1nnco1 (configuration not stated),x,11,-3
Cc1cc(C)n(-c2ccc(Nc3ccc(NC(=O)Cc4ccccc4)cc3)nn2)n1,-9,-3,16
Cc1cccc(CO[C@]2(C(=O)NCC3CCCO3)CC(OCc3cccc(OC(F)(F)F)c3)[C@H](O)[C@H](O)C2)c1 (some centres not stated),-6,-1,x
CCN(Cc1ccncc1)Cc1cccc(C(=O)Nc2cc(C)nn2C)c1,-9,-3,2
CC1(C(=O)NCCC#N)CCN1C(=O)C1(c2ccccc2)CC1 (configuration not stated),-4,-4,7
CC(C)c1nc(CN(C)C(=O)C2CCOC2)no1 (configuration not stated),x,-2,3
Cc1ccn2c(NC(=O)CC(C)(C)C)c(-c3ccccc3)nc2c1,-7,-6,-7
CC1CCCC(=NNc2ccc(S(=O)(=O)N3CCCCC3)cn2)C1 (configuration not stated),x,-5,6
O=C(c1ccc(F)cc1)N1CCN(c2nc(CN3CCc4ccccc4C3)cc(=O)[nH]2)CC1,x,-5,4
O=C(Nc1ccc(Cl)cc1)Nc1nnc(/C=C/c2ccccc2)s1,0,2,-7
NC(N)=NN=Cc1cc2c(cc1[N+](=O)[O-])OCO2,x,0,5
CCN(CC)CCOc1ccc(/C(=C(/Cl)c2ccccc2)c2ccccc2)cc1,x,-3,-3
CC(C(=O)NCc1ccccc1F)N(c1ccccc1)S(C)(=O)=O (configuration not stated),-18,-3,4
CN1CCN(S(=O)(=O)c2ccc(Cl)cc2)CC1,-1,6,3
COc1cccc(N2CC(C(=O)NC(C)c3cccc4ccccc34)CC2=O)c1 (configuration not stated),-12,-8,3
CCC(C)NCC(=O)N(Cc1ccccc1)Cc1cccs1 (configuration not stated),-5,-5,-10
C=C(Br)CNC(=O)COc1ccc(C(N)=O)cc1,-17,-7,18
CC(=O)N1CCN(CCN2C(C)=CC(=C(C#N)C#N)C=C2C)CC1,-2,3,-1
CC(C)CN(CC(=O)N(Cc1cccn1Cc1ccccc1)C1CCCCC1)S(=O)(=O)c1ccc([N+](=O)[O-])cc1,-5,-6,23
CCCCNC(=O)N1CC(C(=O)NCc2ccccc2F)CC(c2ccc(OC)c(OC)c2)C1 (configuration not stated),x,-16,7

The list goes on; the last 3 above are carried over.
SMILES,mcGAS lum,hcGAS inh,NPYLR7 agonist
CC(=O)N1CCN(CCN2C(C)=CC(=C(C#N)C#N)C=C2C)CC1,-2,3,-1
CC(C)CN(CC(=O)N(Cc1cccn1Cc1ccccc1)C1CCCCC1)S(=O)(=O)c1ccc([N+](=O)[O-])cc1,-5,-6,23
CCCCNC(=O)N1CC(C(=O)NCc2ccccc2F)CC(c2ccc(OC)c(OC)c2)C1 (configuration not stated),x,-16,7
C/C=C(/C)C(=O)OC1C(OC2(C)CCC(O)C3(C)CC=C(C(C)C)CC23)OC(C)C(O)C1O (configuration not stated),-6,-5,-7
O=C(Cn1ccnc1-c1ccnc(N2CCSCC2)c1)N1CCN(c2ccccc2)CC1,x,0,-8
CC1(C)CC(=O)C2C(=Nc3ccccc3N(C(=O)Cc3ccccc3)C2c2cccc(F)c2)C1 (configuration not stated),-6,-5,1
O=C(NCCc1csc2nc(-c3ccccc3F)nn12)c1ccccc1,-7,-5,-4
CCOC1=NN(c2ccc([N+](=O)[O-])cc2)C(=O)/C1=C\c1ccc(N(C)C)cc1,-10,-7,3
N#CC(C#N)=C1C=C2C=C(N3CCc4ccccc4C3)CCC2CC1 (configuration not stated),x,-4,87*
CCCCN(CC(=O)Nc1cc(C(C)(C)C)nn1-c1ccc(C)cc1C)C(=O)c1ccccc1Cl,-3,0,4
N#Cc1cnc(SCc2cc(-c3ccco3)on2)nc1N,x,-4,2
CC1(C)CC(CN2CCN(Cc3cccc(F)c3)CC2)CCO1 (configuration not stated),-11,0,-5
CN(CCc1noc(C2CNC2)n1)C(=O)C1CC1,0,4,x
Cc1cc(C)n(-c2ccc(Nc3ccc(NC(=O)CC(C)C)cc3)nn2)n1,-7,-5,-6
O=C(c1cc(-c2cccs2)nn1-c1ccc(Cl)c(Cl)c1)N1CCN(Cc2ccccc2)CC1,-3,-4,-11
Cc1cccc(-n2nc3nc(NCCN4CCCCC4)nc(-c4cccs4)c3c2N)c1,-7,-8,x
CC(CNC1CCCCC1)OC(=O)c1ccccc1 (configuration not stated),-5,-7,-2
O=C1C(=Cc2ccc3c(c2)OCO3)COc2ccccc21,9,-10,0
CCCc1cc(C(=O)OCC)nn1C1CCN(S(=O)(=O)c2ccc(C(C)=O)cc2)CC1,2,4,-6
CCC(CC)c1cc(C(=O)N2CC3CN(Cc4ccccc4)CC3C2)on1 (configuration not stated),x,5,7
O=CN1CCCN(C(=O)c2ccc(-c3cc(-c4cccc5c4OCCO5)[nH]n3)cc2)CC1,-7,-10,6
CC(C)CNC(=O)NC(=O)Cn1ncc(Cl)c(Cl)c1=O,-7,-4,-1
CN(N)c1nc(N2CCCC2)nc(N2CCCC2)n1,-5,-5,-2
CCn1ncnc1C(C)NC1CCSCC1 (configuration not stated),x,-6,4
CSc1nnc(CSc2nc(C)cc(C)n2)n1CCc1ccccc1,-6,-6,-4
Cc1onc(-c2ccccc2Cl)c1C(=O)NCc1cccnc1-n1ccnc1,-1,-2,x
CCCC1(C)NC(=O)N(CCOc2c(C)cccc2C)C1=O (configuration not stated),x,-10,11
CC(=O)c1ccccc1-c1ccc(C(=O)NC(C)(C)C)o1,-16,-4,-4
O=c1oc(-c2cccs2)nn1CC(O)c1ccccc1C(F)(F)F (configuration not stated),-17,-7,9
Cc1ccnc(NC(=O)c2coc(Br)c2)c1,x,0,0
COC(=O)C1CCCCN1C(=O)c1c(OC)cc(=O)n2c1CCN(Cc1ccc(Cl)cc1)CC2 (configuration not stated),-15,-11,13
COc1ccc(C2=NN(c3nc(-c4ccccc4)c4cc(Br)ccc4n3)C(c3ccc(Br)cc3)C2)cc1 (configuration not stated),-6,-6,17
CCCCCNC(=O)C1CC=CCC1C(=O)N1CCN(c2ccc(OC)cc2)CC1 (configuration not stated),x,-5,-9
Cc1nc2ccc(Cl)cc2cc1C(=O)NCC(=O)OCC1CC1,x,-5,7
C=CCN=c1scc(-c2ccccc2F)n1N=Cc1ccc2c(c1)OCCO2,-9,-12,4
O=C1NC2(CCCc3ccccc32)C(=O)N1Cc1nc2ccccc2o1 (configuration not stated),x,0,-2
CN(C)C(CNC(=O)NC1CCCCC1)c1ccsc1 (configuration not stated),-7,-8,7
CCCCCCCCCC(=O)N1CCCC1C(=O)Nc1nnc(-c2cccc(OC)c2)s1 (configuration not stated),-5,-8,20
CCc1nc(CC#N)nc(N2CCN(C(=O)C3CCC3)CC2)c1Cc1cccc(Cl)c1,-3,1,1
Cn1cc(C#N)cc1C(=O)NCC1COc2ccccc2O1 (configuration not stated),x,-9,6
CCCCCCN=C(NC(=O)c1ccc(OC)cc1)OCC(C)C,-5,-3,19
O=C(c1ccc(F)c(F)c1)N1CCN(c2ccc3nnc(-c4ccco4)n3n2)CC1,x,-5,-2
CC(=O)N1CCN(c2oc(-c3ccc(COc4ccccc4C)o3)nc2C#N)CC1,-9,-8,0
Oc1ccc2ccccc2c1C=Nc1ncccn1,28,24,7
O=C(CCl)N1CCCN(C(=O)CN2CCc3sccc3C2c2ccc(Cl)cc2)CC1 (configuration not stated),-5,-3,13
CC(C)N(CC(=O)N(Cc1ccc(F)cc1)Cc1cccs1)C(=O)Nc1ccc(C(F)(F)F)cc1,-5,-12,-7
CCn1cc(CN2CCN(Cc3ccc(C)o3)C(CCO)C2)c2ccccc21 (configuration not stated),-9,-4,2
O=S1(=O)c2cnccc2OC(CN2CCOCC2)CN1Cc1cccs1 (configuration not stated),-8,-8,6
CCOC(=O)C(Cc1ccc(Cl)cc1)NC(=O)C1CCN(Cc2cccnc2OCC)CC1 (configuration not stated),-2,-5,-15
CN(C)S(=O)(=O)c1cccc(NC(=O)C2Cc3ccccc3S2)c1 (configuration not stated),x,-2,1
CC1CCN(C(=O)c2ccccc2N2CCC(NC(=O)c3cccc(F)c3)CC2)CC1,-4,-4,14
CN(C)c1cc(C(=O)NC(C)(C)c2ccc3c(c2)OCO3)ccn1,x,-7,-20
COc1ccc2[nH]c3c(=O)n(CCCCC(=O)N4CCN(c5ncccn5)CC4)c(=S)[nH]c3c2c1,-6,-5,-8
Cc1noc(C(NCc2ccc(Cl)o2)C(C)C)n1 (configuration not stated),-8,-5&-6,-2&5
COCCN(C)C(c1ccccc1)c1ccccn1 (configuration not stated),x,-18,-2
CNc1ncc(C(=O)c2ccccc2)s1,0,12,1
Cc1ccc(Cl)cc1-n1c(SCc2ccc(F)cc2)nnc1C(Cc1ccccc1)NC(=O)c1cccc(Cl)c1 (configuration not stated),1,-1,-8
CNc1nc2cnc(Nc3ccc(C(F)(F)F)cc3)cc2n1CC1CC1,-6,-4,23
Cc1nc2ccccc2n1C1CCN(C(=O)CC2CCCC2)CC1,2,4,x
CCOc1ccc(-n2nnnc2CNC(=O)COc2cccc3c2OC(C)(C)C3)cc1,-1,4,5
Cc1cccc(C(N)=NOC(=O)C23CC4CC(CC(C4)C2)C3)c1,x,-3,-5
CCc1nc2n(n1)C(=O)C(C(c1ccccc1)N1CCN(C)CC1)S2 (configuration not stated),-6,-4,-5
CCCC(=O)N(CCOC)Cc1cccc(OS(=O)(=O)c2cccc(C(F)(F)F)c2)c1,-4,-2,7

(continued)
SMILES,mcGAS lum,hcGAS inh,NPYLR7 agonist
Cc1cc(O)c(C(c2ccc(Br)cc2)c2c(O)cc(C)[nH]c2=O)c(=O)[nH]1,-8,-11,6
CCn1c(C2CCCNC2)nn(CCCc2ccccc2)c1=O (configuration not stated),x,-7,4
Cc1nnc(SCCCn2cc(-c3cccc(O)c3)nn2)s1,x,-6,6
CN1CC[C@@H](c2ccc3ccccc3c2)[C@H](O)C1,x,-2,2
c1ccc(Cn2c(NCc3ccc4c(c3)OCO4)nc3ccccc32)cc1,-5,-1&-8,2&-2
O=C(NCc1ccccn1)c1ccc(Nc2c(Oc3ccc4c(c3)CCC4)cnn(-c3ccc(Cl)c(Cl)c3)c2=O)cc1,-5,-3,6
O=S(=O)(CCCOc1ccc2c(c1)OCO2)NC1CC1,-8,-7,10
COc1ccc(OC)c(-c2cnc(-c3ccc(CNC(=O)c4cccc(C#N)c4)cc3)[nH]2)c1,-3,1,8
COc1cc2c(cc1OC)C(c1ccccc1)N(CC(=O)NCC1CCCO1)CC2 (configuration not stated),x,-7,12
O=C1CCC(C(=O)N2CCc3ccccc3C2)CN1CCN1CCOCC1 (configuration not stated),x,-5,-5
CCOC(=O)c1ccc(NC(=O)N2CC(=O)N3CCc4cc(F)ccc4C3C2)cc1 (configuration not stated),-7,-10,32
Cc1cc(CC(C)NC(=O)c2cc3ccccc3s2)n[nH]1 (configuration not stated),x,-6,-6
CCn1c(C2CCN(C(=O)C(N)CC3CCCC3)CC2)nn(C)c1=O (configuration not stated),x,-4,14

One compound at a time (already shown):
Shown for `Cc1cc(O)c(C(c2ccc(Br)cc2)c2c(O)cc(C)[nH]c2=O)c(=O)[nH]1` → mcGAS lum: -8; hcGAS inh: -11; NPYLR7 agonist: 6
Shown for `Cc1cc(CC(C)NC(=O)c2cc3ccccc3s2)n[nH]1` (configuration not stated) → mcGAS lum: x; hcGAS inh: -6; NPYLR7 agonist: -6

Five compounds from above, ordered by length of the SMILES, low to high.
SMILES,mcGAS lum,hcGAS inh,NPYLR7 agonist
Cc1nnc(SCCCn2cc(-c3cccc(O)c3)nn2)s1,x,-6,6
COc1cc2c(cc1OC)C(c1ccccc1)N(CC(=O)NCC1CCCO1)CC2 (configuration not stated),x,-7,12
CCOC(=O)c1ccc(NC(=O)N2CC(=O)N3CCc4cc(F)ccc4C3C2)cc1 (configuration not stated),-7,-10,32
Cc1cc(O)c(C(c2ccc(Br)cc2)c2c(O)cc(C)[nH]c2=O)c(=O)[nH]1,-8,-11,6
O=C(NCc1ccccn1)c1ccc(Nc2c(Oc3ccc4c(c3)CCC4)cnn(-c3ccc(Cl)c(Cl)c3)c2=O)cc1,-5,-3,6

High-throughput results from PubChem.
